DENV2 CPE rescue: inhibitors of DENV2 cytopathic effect | DENV2-infected cells, cytopathic effect rescue, plate reader | CPE inhibition, % at 9.99 µM | actives 1.7% (n = 350,000); in the data active = CPE inhibition above about 20%, passing the limit was not always enough; inconclusive = no clear call, values can overlap the other calls; tested in BHK-21 cells;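 note: 0% = median of neutral control wells and 100% = median of positive control wells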
INS-1E GSIS act: GLuc luminescence reporter in INS-1E cells, primary screen for activators of glucose-dependent secretion of insulin | INS-1E GLuc reporter insulin secretion, 2-3 h | activation, % at 16.6 µM | actives 0.61% (n = 370,000) | AID 743287;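 active = lowest replicate activation of at least 40%, so every replicate reaches that level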;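 note: 0% = median of neutral control wells and 100% = median of IBMX positive control wells; some compounds called inactive have numbers as strong as hits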
EWS-Fli inh: blocks EWS/Fli oncoprotein-driven transcription; A673 NR0B1-luciferase reporter, viability-normalised; inhibition, % at 12.6 µM; actives 0.67% (n = 350,000); AID 651661;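 active = mean inhibition of at least 50% after viability correction, with every replicate also passing that limit; inconclusive = mean reaches 50% but only one of two replicates passes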;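 note: firefly luciferase signal divided by Alamar Blue viability fluorescence both relative to DMSO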
ERp5 inh: blocks human ERp5 reductase activity on insulin. ERp5 insulin aggregation, absorbance 650 nm, 90 min. inhibition, % at 9.99 µM. actives 0.05% (n = 350,000). AID 651711;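 active = mean replicate inhibition above about 25%, with every replicate also reaching it, limit read from the data, passing the limit was not always enough; inconclusive = only one of those two criteria met; inactive = neither criterion met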
Target sequence (Q15084 whole entry, looked up): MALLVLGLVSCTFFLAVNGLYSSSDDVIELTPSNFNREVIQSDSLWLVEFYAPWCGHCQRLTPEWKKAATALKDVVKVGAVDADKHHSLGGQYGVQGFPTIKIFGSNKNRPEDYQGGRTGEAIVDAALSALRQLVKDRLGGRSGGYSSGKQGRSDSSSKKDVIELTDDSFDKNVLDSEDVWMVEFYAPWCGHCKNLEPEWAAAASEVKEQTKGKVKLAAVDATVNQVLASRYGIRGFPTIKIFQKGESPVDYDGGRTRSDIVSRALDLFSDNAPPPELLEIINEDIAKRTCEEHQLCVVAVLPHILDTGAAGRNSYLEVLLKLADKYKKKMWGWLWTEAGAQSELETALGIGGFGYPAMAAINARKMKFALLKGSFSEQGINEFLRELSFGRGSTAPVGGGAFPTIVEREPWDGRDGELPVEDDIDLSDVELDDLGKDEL
PAX8 reporter: lowers PAX8-driven luciferase in RMG-I cells; RMG-I TPO-luciferase reporter, SteadyGlo, 24 h; actives 1.2% (n = 360,000); inhibition, % at 12.6 µM;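 active = mean replicate inhibition at least 60% with every replicate also reaching 60%; inconclusive = only one of the two criteria is met; inactive = mean below 60% and not all replicates reaching 60%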;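 note: luciferase light reporting Pax8 driven TPO promoter activity; plate controls were median of neutral control wells for no effect and mitoxantrone controls for full effect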
F508del corr: CFTR F508del correction in bronchial cells. CFBE cells, YFP halide quenching; stimulated with forskolin plus potentiator P3; % fluorescence drop versus neutral controls. activity (quench increase), % at 7.58 µM. actives 0.36% (n = 350,000). AID 720511;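 active = mean added fluorescence quench of at least 8% versus neutral control, with both replicates also reaching 8%; inconclusive = only one of the mean or replicate conditions met; inactive = mean below 8% and not both replicates reaching 8%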;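 note: cells transiently co-express mutant CFTR-F508del with the halide-sensitive YFP; corrector assay measuring rescue of mutant channel to the surface after 24 h compound exposure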
ARNT-TACC3 inh: disrupts binding between human ARNT and TACC3; AlphaScreen His-ARNT PAS-B/GST-TACC3 binding, luminescence; TACC3 fragment carries E629A point mutation; inhibition, % at 9.99 µM; actives 0.66% (n = 390,000); AID 623870;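 active = mean inhibition of replicates at least 50% and at least half of replicates each reaching 50%; inconclusive = half or more replicates reach 50% but mean below 50%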;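 note: 0% = complete ARNT plus TACC3 wells and 100% = ARNT alone without TACC3; many hits fall short of the cut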
Xi reactivation: activators of X-chromosome reactivation in mouse fibroblasts; XiGFP mouse fibroblasts, % GFP-positive cells imaging, 3 d; cells co-treated with 5-aza-dC sensitizer; scaled so ellipticine positive control = 100%; actives 0.055% (n = 360,000); activation, % at 7.58 µM;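 active = mean normalized replicate activation at least 10% and every replicate at or above 10%; inconclusive = only one of the two criteria met; inactive = mean below 10% and not all replicates reach 10%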;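 note: 0% = median of on-plate neutral control wells and 100% = ellipticine 6 µM median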
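System: SV40-immortalized XiGFP fibroblast cells, line 68-5-11 / Incubation: 3-day compound exposure, then 15 min fixation at room temperature / Compound: single concentration per compound, delivered by pin transfer / Buffer or medium: DMEM plus 5-aza-dC sensitizer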
Numbers without * were called inactive; ? = inconclusive; . = no result given.

SMILES | DENV2 CPE rescue | INS-1E GSIS act | EWS-Fli inh | ERp5 inh | PAX8 reporter | F508del corr | ARNT-TACC3 inh | Xi reactivation
N#Cc1cccc(C(Br)S(=O)(=O)c2ccccc2)c1 (stereo not drawn) | -3 | 5 | 2 | -1 | 23 | -5.5 | . | -0.1
CCOc1ccc2c(c1)c(N=O)c(O)n2C | . | 4 | . | . | 5 | . | 2 | 0.1
C[C@@H]1CN([C@@H](C)CO)C(=O)c2cccc(NC(=O)Nc3ccc4c(c3)OCO4)c2O[C@@H]1CN(C)S(=O)(=O)c1ccccc1 | 18 | -6 | -11 | -23 | -41 | 3.7 | 3 | -0.2
CO[C@H]1CN(C)C(=O)c2cc(NS(=O)(=O)CC(F)(F)F)ccc2OC[C@H](C)NC[C@@H]1C | -9 | 0 | 5 | 4 | -1 | -1.7 | -2 | 0.3
Cc1onc(-c2ccccc2)c1C(=O)NC(=S)Nc1sc2c(c1C#N)CCCC2 | 0 | 20 | 8 | -3 | 14 | -1.0 | 2 | 0.0
CCOc1cc(/C=C2\SC(=O)N(CC(=O)Nc3ccccc3F)C2=O)cc([N+](=O)[O-])c1O | . | 1 | 2 | -3 | 0 | 2.9 | 2 | 0.0
Cc1cc(C)n(CC(O)CN(c2ccccc2)S(=O)(=O)c2ccc3ccccc3c2)n1 (stereo not drawn) | -11 | -16 | -7 | -6 | 9 | . | -1 | 0.2
CCN(CC)C(=O)C1=C(C)N(CCCN2CCCC2=O)C(=O)C(CC(=O)NCCCN(C)C)C1 (stereo not drawn) | ? | -5 | -1 | 3 | -5 | 0.5 | . | -0.1
Cc1ccccc1S(=O)(=O)c1cc(C#N)c(=O)[nH]c1N | . | 10 | 15 | 0 | -8 | -1.5 | . | 0.3
CC(C)C[C@@H]1COc2cc(NCCCN3CCOCC3)ccc2S(=O)(=O)N1 | -1 | 359 | 0 | 2 | 7 | 0.1 | . | -0.2
CS(=O)(=O)Nc1ccc2c(c1)[C@H]1C[C@@H](CC(=O)NCc3cccnc3)O[C@@H](CO)[C@H]1O2 | -1 | 2 | -3 | 4 | -1 | 1.7 | -12 | 0.2
N#C/C(=C\c1c[nH]c2ccccc12)c1nnc2n1CCCCC2 | . | 12 | . | . | -22 | . | -2 | 0.2
C[C@@H]1CN([C@H](C)CO)C(=O)Cc2cc(NS(=O)(=O)c3ccc(F)cc3)ccc2O[C@@H]1CN(C)S(=O)(=O)c1cn(C)cn1 | 10 | 42 | 2 | 27* | -6 | 1.4 | -14 | -0.4
C[C@H]1CCCCO[C@H](CN(C)Cc2ccc3c(c2)OCO3)[C@@H](C)CN([C@@H](C)CO)C(=O)c2cc(NS(C)(=O)=O)ccc2O1 | 3 | 4 | -4 | -5 | -3 | 0.4 | -2 | 0.0
CCNc1nc(SC(C)C(=O)OC)nc(N(C)C)n1 (stereo not drawn) | -2 | 4 | 2 | 3 | -9 | 1.0 | 29 | 0.1
COc1ccccc1/C=N\NC(=O)c1ccc(COc2ccc(C)c(C)c2)o1 | 6 | 11 | -26 | 2 | -91 | 1.7 | -11 | 0.0
Cc1ccc(S(=O)(=O)N2CCC(=O)N(CCOCc3cccc(C(F)(F)F)c3)CC2)cc1 | -9 | 2 | 6 | -3 | 7 | -0.5 | 0 | 0.5
CC(=O)OCCn1c2nc(=O)[nH]c(=O)c-2nc2cc(C)c(C)cc21 | -1 | -4 | -12 | 0 | 11 | 18* | 5 | 0.2
C[C@@H]1CN([C@H](C)CO)C(=O)c2cc(C#CCN(C)C)cnc2O[C@@H]1CN(C)Cc1ccccc1 | 12 | 23 | 11 | -7 | . | -0.1 | -4 | 0.3
O=C(N/N=C/c1ccco1)c1ccc(C(=O)N/N=C/c2ccco2)o1 | -3 | 0 | 3 | 5 | -38 | . | 37 | 0.0
CC=Cc1ccc2n(c1=O)C[C@@H]1[C@@H](CO)[C@H](C(=O)NCc3ccccc3Cl)N(S(C)(=O)=O)[C@H]21 (mixture of isomers) | 0 | 2 | -2 | 7 | 4 | . | -1 | 0.0
Cc1cc(=O)n2c3ccccc3n(C)c2n1 | -1 | 10 | -8 | 0 | -4 | 4.7 | 2 | 0.2
NC(=O)C1CC(=O)N(c2ccc(OCC(=O)NCc3ccccc3)cc2)C1 (stereo not drawn) | -3 | -1 | -3 | 0 | -16 | -0.1 | -7 | 0.0
C/C(=C/C(=O)Nc1cccc(F)c1)N1CCCC1 | -2 | -41 | 3 | 4 | 2 | 0.2 | 3 | 0.0
CCOC(=O)N1CCN(C(=O)c2cn(C)c3ccc(S(=O)(=O)N(CC)CC)cc3c2=O)CC1 | -2 | . | 8 | 4 | -22 | 2.2 | -6 | 0.0
Other records:
SMILES | DENV2 CPE rescue | INS-1E GSIS act | EWS-Fli inh | ERp5 inh | PAX8 reporter | F508del corr | ARNT-TACC3 inh | Xi reactivation
CC#Cc1cc2c(cc1O)CCC1C2CCC2(C)C(O)CCC12 (stereo not drawn) | -3 | -19 | -1 | 7 | -5 | -0.3 | -6 | 0.3
CCC(N=c1cc(-c2ccc(OC)c(OC)c2)oc2ccc(C)cc12)C(=O)O (stereo not drawn) | 22* | -14 | -17 | 5 | -21 | 1.2 | -2 | 0.0
CCn1c(SCC(=O)Nc2nccc(C)n2)nc2ccccc21 | -1 | 20 | -1 | 0 | 1 | 0.7 | -5 | 0.1
CCc1noc(C)c1C(=O)Nc1cc(C(F)(F)F)ccc1-n1cncn1 | 6 | 5 | -8 | 2 | -9 | 1.9 | -2 | 0.7
c1cc(-c2ccc3c(c2)CCO3)n2cnnc2c1 | 0 | 0 | 0 | 2 | 11 | 0.8 | . | 0.3
CCc1nc2c(OCCOc3ccc(F)cc3)cccn2c1N(C)C(=O)C(C)C | -1 | 18 | -5 | -9 | 11 | 1.8 | . | 0.3
COc1ccnc(N2CCN(c3ccccc3)CC2)c1C#N | 1 | -3 | -51 | 4 | . | -1.5 | -3 | .
OC[C@@H](O)[C@@H](O)[C@H](O)[C@H](O)CO | -6 | . | -3 | -3 | -9 | 0.3 | -3 | 0.0
O=C(CCNS(=O)(=O)c1cccs1)N1CCN(c2cccc(C(F)(F)F)c2)CC1 | -12 | -72 | 10 | -2 | 23 | 1.8 | -2 | 0.1
N#Cc1cccc(C(=O)Nc2cccc(S(=O)(=O)N3CCCC3)c2)c1 | ? | -10 | . | 4 | 6 | -1.7 | 2 | 1.2
O=C(O)COCC(=O)Nc1ccc(-n2nc(C(F)(F)F)cc2-c2cccs2)cc1 | 1 | 29 | 2 | -3 | -8 | -1.3 | -7 | 0.1
O=C(NCC(c1cccs1)N1CCOCC1)C1CCN(S(=O)(=O)c2cc(Cl)ccc2Cl)CC1 (stereo not drawn) | 3 | -10 | 12 | 5 | 10 | -2.9 | -5 | 0.4
C/C(=N\NC(=S)NCc1ccccc1)c1ccco1 | . | 4 | -17 | 2 | -42 | 2.3 | 6 | 0.1
CCCN1C[C@@H](C)[C@@H](OC)CN(C)C(=O)c2ccc(NC(=O)c3cnccn3)cc2OC[C@H]1C | 1 | -1 | 1 | -1 | 10 | -1.0 | -8 | 0.2
CCN(CC)C(=O)CC(c1ccc(N(C)C)cc1)c1c(OC)cc(OC)c2c(-c3ccccc3)cc(=O)oc12 (stereo not drawn) | 7 | . | 2 | 16 | -3 | -0.9 | 13 | 0.0
C/C(=N\OCC(=O)OCC(=O)N(Cc1ccccc1)C(C)(C)C)c1ccc2c(c1)OCO2 | -2 | 45 | 4 | 3 | -12 | -7.1 | 38 | 0.0
O=C(COC(=O)CNC(=O)c1cc(Cl)cc([N+](=O)[O-])c1)NC(=O)NCc1ccco1 | 3 | -2 | -9 | -7 | . | 3.1 | -3 | 0.0
CCCCC(=O)Nc1ccc2c(c1)nc1n2CCN(CCOC)C1 | -7 | . | 1 | 3 | 3 | -0.2 | . | 0.0
COc1ccc(-c2cc(C(=O)Nc3cc(OC)c(OC)c(OC)c3)no2)cc1OC | -6 | 26 | 14 | 0 | . | 2.5 | 1 | .
CCN(CC)c1nc2c(c(=O)[nH]c(=O)n2C)n1Cc1ccccc1 | -2 | 38 | 9 | -1 | -11 | 3.2 | -14 | 0.0
C[C@H]1CN([C@@H](C)CO)C(=O)c2cccc(NC(=O)C3CCOCC3)c2O[C@@H]1CN(C)Cc1ccncc1 | 9 | 10 | -2 | 0 | -2 | -0.9 | -4 | -0.8
O=C1c2ccccc2C(O)(c2ccccc2)N1CCc1ccccc1 (stereo not drawn) | 10 | -19 | 3 | -5 | 12 | 1.7 | 0 | 0.0
C[C@H]1CN([C@@H](C)CO)C(=O)c2cc(NC(=O)Nc3ccc(F)cc3)ccc2O[C@@H]1CN(C)S(=O)(=O)c1cn(C)cn1 | 0 | -1 | 2 | 0 | 0 | 0.6 | . | 0.1
COc1ccc2c3c(n(C)c2c1)[C@@H](CO)N(CC1CCCCC1)CC31CCN(C(C)=O)CC1 | -2 | -10 | 2 | -5 | . | 1.2 | . | 0.2
CN(CC(=O)Nc1cccc(F)c1)C(=O)C1(c2ccccc2)CC1 | -6 | -8 | -2 | 3 | 32 | -2.4 | -2 | -0.1
The listing continues.
SMILES | DENV2 CPE rescue | INS-1E GSIS act | EWS-Fli inh | ERp5 inh | PAX8 reporter | F508del corr | ARNT-TACC3 inh | Xi reactivation
CN(C)Cc1c(C(C)(C)O)[nH]c2cc(C(F)(F)F)ccc12 | -6 | -48 | 14 | -2 | -12 | -0.6 | . | 0.0
COc1ccccc1C(=O)NCC(=O)OCC(=O)N1CC(C)OC(C)C1 (stereo not drawn) | -1 | 4 | -4 | 1 | 3 | 0.2 | -2 | -0.1
O=C(CC(F)(F)F)N1C[C@H]2[C@@H](c3ccccc31)[C@H](CO)N2CC1CCOCC1 | -3 | 8 | -3 | 0 | 9 | -0.3 | -5 | -0.1
Cc1n[nH]c(=O)nc1N/N=C/c1cccs1 | -8 | 10 | 0 | 0 | -29 | -4.0 | 68* | 0.2
CCN(CC)S(=O)(=O)c1cc(NC(=O)C2=COCCO2)ccc1Cl | 4 | 0 | -6 | -1 | -3 | 3.6 | 5 | 0.1
Cn1c(CNc2ccc(Br)cc2)nc2ccccc21 | -3 | -14 | -130 | 3 | -149 | 1.2 | -6 | -0.1
CC(=O)OC1CC2(C)C(CCC2(O)C(C)=O)C2CCC3C(Cl)C(=O)CCC3(C)C12 (stereo not drawn) | 10 | -8 | 4 | -8 | 6 | -0.3 | -3 | 0.1
COCC#Cc1ccc([C@H]2[C@H](CO)N3CCCCN(Cc4cccnc4)C[C@@H]23)cc1 | 11 | 4 | -12 | 10 | 17 | 1.8 | 3 | 0.1
CN(C)C(=O)c1cccc(-c2ccccc2[C@@H]2[C@@H](CO)N(C(=O)C3CC3)[C@H]2C#N)c1 | 2 | 4 | -2 | 1 | -6 | -0.7 | . | 0.1
COc1cccc(C#Cc2ccc([C@H]3[C@@H](CO)N(C(=O)C4CCCC4)[C@H]3C#N)cc2)c1 | -5 | -15 | 2 | -4 | 82* | 2.6 | . | -0.1
CN(C(=O)c1cccc(NC(=O)Cc2ccc(NC(=O)C3CCCN(C(=O)C4CCC4)C3)cc2)c1)C1CC1 (stereo not drawn) | -11 | -11 | 3 | 6 | -4 | -4.7 | -1 | 0.8

DENV2 CPE rescue, entries above that show a hit.
| molecule | DENV2 CPE rescue | INS-1E GSIS act | ERp5 inh | F508del corr | ARNT-TACC3 inh |
| --- | --- | --- | --- | --- | --- |
| CCC(N=c1cc(-c2ccc(OC)c(OC)c2)oc2ccc(C)cc12)C(=O)O (stereo not drawn) | 22* | -14 | 5 | 1.2 | -2 |

Source: PubChem BioAssay

Compounds were not picked by outcome; overall some 4.2% were active at least once.
